WT yeast gro inh – growth inhibition of WT yeast, mitochondrial fusion screen; AID 1362; inhibition, % at 10 µM; 190,000 compounds, 2.1% hits; mitochondrial fusion phenotypic screen, WT strain; in the data active = inhibition above about 58%; tested in S. cerevisiae
XIAP displacement – small molecules displacing peptide from XIAP – biochemical, IAP family, fluorescence polarization (AID 1018). 200,000 compounds, 0.007% hits. XIAP BIR domain, fluorescence polarization peptide displacement; higher % means a stronger effect. one-dose displacement, % at 20 µM; IC50 in µM for titrated hits; in the data active = displacement above about 50%; also: a part of the inactive calls stands beside numbers as strong as those of hits
TNAP activation fold – stimulation of alkaline phosphatase TNAP activity – biochemical, luminescent, no phosphate acceptor, uHTS, primary screen (AID 1001); 200,000 compounds, 0.03% hits; activation fold at 20 µM, or EC50 in µM where a hit was titrated; purified TNAP, luminescent activation assay, no phosphate acceptor; higher activation fold means a stronger effect; in the data active = activation fold from about 3, or a potency from the dose series; inactive = the rest, 99 in 100 with activation fold below about 1.6; also: many of its hits are not listed in these tables
human PMI inhibition – MPI enzyme activity inhibition – biochemical, fluorescence intensity, coupled assay, primary screen (AID 1209) | inhibition, % at 20 µM, or IC50 in µM where a hit was titrated | 190,000 compounds, 0.42% hits | purified PMI enzyme, coupled fluorescence intensity; higher % means a stronger effect;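 also: plate controls were DMSO vehicle for no effect and wells lacking substrate for full effect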
Siah-1 displacement – blockers of Siah-1 interaction with plectin peptide – biochemical, fluorescence polarization, rhodamine-plectin, uHTS, primary screen (AID 1817); Siah-1 / rhodamine-plectin peptide fluorescence polarization; higher % means a stronger effect; displacement, % at 20 µM; hits with a dose series show IC50 in µM; 290,000 compounds, 0.02% hits;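 active = displacement of at least 50% at 20 µM, with a fluorescence ratio check between 0.3 and a set limit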;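 also: plate controls were Siah plus tracer with DMSO for no effect and tracer alone without Siah for full effect; strong numbers were not always called active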
Salmonella PhoP GFP – inhibitors of PhoP regulon expression, primary screen, Salmonella Typhimurium, GFP reporter (AID 1863) | one-dose inhibition, % at 50 µM; IC50 in µM for titrated hits | S. Typhimurium PhoP-regulated promoter GFP reporter, 4 h; higher % means a stronger effect | 300,000 compounds, 0.16% hits;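 active = inhibition over 29.93%, a cutoff 3 SD above the screen mean, later confirmed by dose response; inconclusive = inhibition over 29.93% but no dose response follow-up; inactive = inhibition at most 29.93% or unconfirmed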;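 also: 0% = low Mg2+ inducing control and 100% = high Mg2+ repressing control; strong numbers were not always called active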
Myeloid diff MLP – promotes myeloid progenitor differentiation; ER-HoxA9 myeloid progenitors, lysozyme-GFP differentiation, flow cytometry; calls only at 10 µM; 360,000 compounds, 1% hits; AID 624256;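 active = normalized GFP-positive differentiation at or above the plate's own cutoff, the solvent-only control mean plus 3 SD; inconclusive = no clear call, values can overlap the other calls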;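 also: cells exposed to compound for four days before flow analysis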
human PMI inhibitors – human PMI inhibitors, high substrate, primary screen, biochemical, fluorescence intensity, high mannose 6-phosphate (AID 1220) | recombinant PMI enzyme, coupled fluorescence intensity; higher % means a stronger effect | inhibition, % at 20 µM, or IC50 in µM where a hit was titrated | 190,000 compounds, 0.66% hits
RSV CPE inhibition – inhibition of RSV-induced cytopathic effect – HEp-2 cells, primary 10 µM value included (AID 2391). HEp-2 cells, RSV-induced CPE inhibition; higher % means a stronger effect. one-dose CPE inhibition, % at 10 µM; IC50 in µM for titrated hits. 310,000 compounds, 0.13% hits; in the data active = a potency from the dose series; inconclusive = CPE inhibition mostly from about 23% at the one dose, without a potency; inactive = the rest, 99 in 100 with CPE inhibition below about 21%; also: strong numbers were not always called active
WT yeast gro inh mutant strain – further read-out of WT yeast gro inh, marked with its call; inhibition, %; mitochondrial fusion phenotypic screen, mutant strain inhibition
Myeloid diff MLP GFP+ MAC1+ % – recorded beside Myeloid diff MLP, whose call it bears; GFP+ MAC1+ double positive, %; measured here: differentiation confirmed by MAC1 staining
Starred values were filed as active, the others as inactive; i = inactive; ? = inconclusive; / = not tested or not shown; & = joins results of further samples. Rule as the data show it, unless noted: active = inhibition above about 50%; inactive = the rest. This is a random part of the collection (roughly 3.1% active in at least one column).

SMILES	WT yeast gro inh	WT yeast gro inh mutant strain	XIAP displacement	TNAP activation fold	human PMI inhibition	Siah-1 displacement	Salmonella PhoP GFP	Myeloid diff MLP	Myeloid diff MLP GFP+ MAC1+ %	human PMI inhibitors	RSV CPE inhibition
O=[N+]([O-])c1ccc(N2CCN(S(=O)(=O)c3ccccc3[N+](=O)[O-])CC2)cc1NCc1cccnc1	-10.4	-8.0	-6.0%	0.9	-2.0%	-7.0%	3.2%	i	0.2	14.2%	6.1%
c1ccc(CN=C2NN=C(c3ccccc3)CS2)cc1	0.9	19.1	-14.5%	1.1	-0.3%	-5.4%	-0.4%	i	0.2	-4.9%	0.2%
Cc1nc2ccccc2c(=O)n1NC(=O)c1ccc(Cl)cc1	/	/	/	/	/	-5.0%	12.8%	i	0.9	/	0.7%
O=C(c1ccccc1)C(CCC(CN1CCOCC1)C(=O)c1ccccc1)CN1CCOCC1 (stereo unspecified)	48.8	33.6	-24.1%	1.1	3.4%	2.8%	?	i	0.6	-8.8%	0.7%
COC(=O)C1=C(N)OC2=C(C(=O)CC(C)(C)C2)C1c1ccccc1OC (stereo unspecified)	18.5	-10.6	-5.2%	1.2	-3.5%	3.2%	6.5%	i	0.2	-5.2%	-0.6%
O=C(CN1C(=O)/C(=C\c2cccc(Cl)c2)Oc2ccccc21)N1CCN(c2ccccn2)CC1	-1.9	-1.1	-7.2%	1.1	-0.9%	1.2%	-8.8%	/	/	1.1%	1.1%
Cc1ccc(C2CC(=O)Oc3cc(O)ccc32)cc1 (stereo unspecified)	5.3	-17.2	7.2%	1.1	2.4%	46.1%	0.7%	i	0.8	6.3%	0.2%
Cc1ccc(C(=O)NC(=S)N(C)C2CCCCC2)cc1	/	/	/	/	/	0.9%	-3.9%	i	0.9	/	3.3%
CCOc1ccccc1CNC(=O)C1CCC(=O)N1C(C)C (stereo unspecified)	-21.9	-0.1	-0.6%	1.1	-2.2%	2.2%	-12.4%	i	0.6	-4.8%	1.2%
C#CCOCCOCCOCCNc1nc(N2CCN(C(=O)[C@H]([C@@H](C)CC)n3cc([C@@H](N)CC(C)C)nn3)CC2)nc(N2CCN(C(=O)[C@H](Cc3cc4ccccc4[nH]3)n3cc([C@@H](N)Cc4ccc(O)cc4)nn3)CC2)n1	0.4	-1.4	-2.7%	2	-8.0%	3.1%	-3.5%	/	/	-12.8%	-2.1%
O=C(Nc1cnn(C23CC4CC(CC(C4)C2)C3)c1)c1cnn2c(C(F)(F)F)cc(-c3ccco3)nc12	45.9	10.8	-22.8%	1	2.9%	3.4%	9.2%	?	/	1.2%	9.7%
CCN1CCN(c2nc(SC)nc3sc4c(c23)CC(C)(C)OC4)CC1	2.1	-8.5	-2.5%	1.1	3.2%	-1.0%	-9.8%	i	1.4	1.5%	/
CCOC(=O)c1c(C)[nH]c(C=Nc2ccccc2)c1O	9.2	-6.6	-0.2%	1	-30.5%	5.9%	-4.3%	/	/	-63.2%	/
CCc1nnc(NS(=O)(=O)c2ccc(NC(=S)NC(=O)c3ccc(Br)cc3)cc2)s1	13.4	-14.4	-10.9%	0.8	28.4%	1.6%	-10.5%	i	0.2	17.2%	9.7%
Cc1cc(C)c2c(n1)sc1c(=O)n(-c3ccccc3)c(=O)[nH]c12	1.1	-8.2	-3.9%	1.1	-4.7%	3.0%	0.3%	i	1.8	-2.1%	1.4%
COc1ccc(C2SCC(=O)N2C)cc1 (stereo unspecified)	3.5	7.1	-0.7%	1.2	7.0%	1.3%	2.4%	i	4.3	7.1%	2.6%
Cc1cc(=O)[nH]c(SCCOc2ccc3c(c2)CCC3)n1	-2.5	-25.5	-14.9%	1.1	12.0%	5.2%	0.9%	i	4.6	6.1%	20.4%
N#CCC(=O)N/N=C\c1cccc(OC/C=C/c2ccccc2)c1	/	/	/	/	/	2.0%	-1.8%	i	0.9	/	1.6%
Cc1cccc(OCC(=O)Nc2ccc3c4c(cccc24)CC3)c1C	-9.2	12.3	1.5%	1.1	11.9%	0.5%	0.5%	i	0.7	8.0%	0.6%
COc1ccc(NC(C)=O)cc1NC(=O)CN1CCN(CC(=O)Nc2ccc(Cl)cc2)CC1	-3.3	4.3	-11.9%	1.1	-7.5%	4.7%	8.8%	i	0.4	-3.3%	2.0%
CCOC(=O)c1cccc(NC(=O)CN2C(=O)C3C4C=CC(C4)C3C2=O)c1 (stereo unspecified)	5.5	-1.0	0.4%	1.2	16.3%	-1.5%	-7.3%	i	0.7	19.4%	1.7%
CCCCOCCCNC(=O)c1ccccc1OCC	3.9	-4.0	0.3%	1.1	7.3%	1.2%	-1.7%	i	6.9	2.0%	-0.8%
O=C(NC1(C(F)(F)F)NC(=O)N(CC2CCCCC2)C1=O)c1ccco1 (stereo unspecified)	11.1	23.4	-3.8%	1.1	8.0%	5.2%	4.1%	i	5.3	5.0%	1.7%
CCN(CC(=O)Nc1cccc(OC)c1)C(=O)C1CCN(C(=O)Nc2ccccc2)CC1	-15.6	-13.7	-4.1%	1.1	-13.6%	-3.5%	9.3%	i	0.5	-1.8%	2.0%
CC(C(=O)NCC1CCCCC1)N1CCN(S(=O)(=O)c2ccccc2F)CC1 (stereo unspecified)	1.2	1.8	-2.7%	1.1	2.8%	15.7%	-2.8%	i	0.7	1.5%	-1.5%
O=C(Cc1ccccc1)NCC(=O)N1CCCC1	/	/	/	/	/	2.3%	1.0%	i	0.3	/	1.9%
O=C(O)CSc1cccc2cccnc12	5.8&1.2	3.6&6.4	-6.4%&-6.6%	1.1&1.1	-8.8%&16.7%	-3.9%&-2.7%	7.5%&-3.6%	i	1.8&3.4	-3.8%&9.4%	0.0%&1.0%
COc1ccc(CC(=O)Nc2ccc3c(c2)CCC3)cc1OC	-16.8	-6.2	-6.4%	1.1	9.8%	0.9%	-0.8%	i	1.1	9.4%	2.0%
Cc1cc2c(c(=O)n1CC1CCCO1)C(c1ccco1)C(C#N)=C(N)O2 (stereo unspecified)	-8.7	1.9	0.5%	1.1	1.2%	0.7%	-3.1%	i	1.1	11.7%	2.8%
O=C(N/N=C1\C(=O)c2cccc3cccc1c23)c1ccc(O)cc1	9.8	10.4	0.3%	0.8	9.5%	12.1%	-4.0%	/	/	11.2%	1.5%
O=C(COC(=O)c1ccccc1C(=O)N1CCN(c2ccc(F)cc2)CC1)NCc1ccccc1	5.3	-1.7	-4.3%	1	10.8%	-1.5%	-12.3%	i	0.1	6.4%	1.3%
CCc1ccc(-c2nc(CN3CCC(C(=O)NCc4ccco4)CC3)c(C)o2)cc1	9.9	20.7	-3.2%	1.1	3.7%	-0.3%	1.9%	/	/	2.4%	-1.3%
CC(=O)Nc1ccc(C(=O)NNC(=O)c2cc([N+](=O)[O-])cc([N+](=O)[O-])c2)cc1	-4.0	-0.8	-2.6%	1.1	0.5%	1.8%	/	i	0.1	8.4%	-0.5%
C=CCNC(=S)N1CC2(C)CN(C(=S)NCC=C)CC(C)(C1)C2=O	/	/	/	/	/	13.2%	-8.4%	i	0.4	/	0.4%
Nn1c(SCc2nc3ccccc3[nH]2)nnc1C1CCCCC1	12.6	4.3	-3.8%	1.2	2.8%	2.4%	4.6%	i	1.3	-0.4%	0.2%
Cc1ccc([C@@H]2C[C@H]3CN(Cc4cccc(Cl)c4)C(=O)[C@]34CCCN24)o1	-4.3	-13.6	-4.8%	1	2.3%	3.7%	-9.7%	i	0.4	12.3%	0.8%
c1cncc(-c2nc(NCc3cccs3)c3ccccc3n2)c1	4.6	-2.5	-3.8%	1.1	-2.2%	6.0%	-7.4%	i	1.0	-0.6%	4.6%
CN(C)C(=O)N1CCN(C(=O)c2ccco2)CC1	5.0	-9.1	-1.5%	1.2	15.0%	4.4%	7.4%	i	1.1	16.1%	-0.2%
Cc1ccc(/C=N/n2c(-c3ccco3)n[nH]c2=S)s1	12.2	10.0	-6.0%	0.6	8.9%	-6.5%	-10.9%	i	0.2	6.6%	0.1%
CC(=O)NC(c1ccccc1)c1cccnc1 (stereo unspecified)	-6.2	-4.3	-0.2%	1.1	12.2%	0.7%	3.8%	i	0.6	13.2%	0.3%
COC(=O)c1ccccc1NC(=O)C(C)NS(=O)(=O)c1ccc(OC)cc1 (stereo unspecified)	1.4	10.5	-0.8%	1.1	16.0%	2.9%	5.9%	i	1.5	8.6%	1.0%
O=C(CSc1oc(-c2ccco2)nc1S(=O)(=O)c1ccc(F)cc1)NCC1CCCO1 (stereo unspecified)	8.0	0.3	-18.2%	1.1	10.6%	19.4%	-1.9%	i	7.8	18.6%	-0.2%
C/C(=N\NC(=O)c1ccc(Cl)cc1)c1ccc(Br)s1	9.1	4.9	-5.5%	1	-13.3%	3.3%	-0.3%	i	1.5	-5.1%	-1.0%
CCCn1c(SCC(=O)Nc2cccc(C(=O)OC)c2)nnc1-c1cccnc1	-0.3	7.2	-4.7%	1	7.5%	1.5%	2.9%	i	0.1	-0.1%	1.5%
Cc1cccc2sc(NC(=O)c3ccc(OCC4CCCO4)cc3)nc12 (stereo unspecified)	-13.9	6.4	-16.6%	1.1	0.6%	4.3%	-8.0%	i	0.2	6.4%	11.6%
CCCCCOc1ccc(C(=O)CCC(=O)Nc2ccc(NC(C)=O)cc2)cc1	/	/	/	/	/	9.8%	4.0%	i	1.4	/	-0.2%
COc1cccc(-n2nnnc2SCC(=O)Nc2ccc(C(C)=O)cc2)c1	-12.6	-17.9	-1.7%	1	9.7%	10.0%	0.2%	i	0.9	6.2%	2.4%
CCN(Cc1cc2cc(OC)ccc2[nH]c1=O)C(=O)c1ccncc1	15.5	15.5	-1.8%	1.2	1.8%	2.2%	-8.5%	i	1.0	4.9%	0.8%

Random excerpt: four entries already listed, in no set order.
SMILES	WT yeast gro inh	WT yeast gro inh mutant strain	XIAP displacement	TNAP activation fold	human PMI inhibition	Siah-1 displacement	Salmonella PhoP GFP	Myeloid diff MLP	Myeloid diff MLP GFP+ MAC1+ %	human PMI inhibitors	RSV CPE inhibition
CCc1ccc(-c2nc(CN3CCC(C(=O)NCc4ccco4)CC3)c(C)o2)cc1	9.9	20.7	-3.2%	1.1	3.7%	-0.3%	1.9%	/	/	2.4%	-1.3%
c1cncc(-c2nc(NCc3cccs3)c3ccccc3n2)c1	4.6	-2.5	-3.8%	1.1	-2.2%	6.0%	-7.4%	i	1.0	-0.6%	4.6%
COc1cccc(-n2nnnc2SCC(=O)Nc2ccc(C(C)=O)cc2)c1	-12.6	-17.9	-1.7%	1	9.7%	10.0%	0.2%	i	0.9	6.2%	2.4%
C/C(=N\NC(=O)c1ccc(Cl)cc1)c1ccc(Br)s1	9.1	4.9	-5.5%	1	-13.3%	3.3%	-0.3%	i	1.5	-5.1%	-1.0%

Source: PubChem
